# Screens deposited in PubChem by National Center for Advancing Translational Sciences (NCATS).
# Pol III holo inh – qHTS Assay for Inhibitors of DNA Polymerase III Holoenzyme System. reconstituted DNA polymerase III holoenzyme replication, biochemical. Potency, µM (series often up to 57.1 µM), without a hit: at the top dose activity change, negative = inhibition. 0.25% of 71,000 active; further: potency means the concentration at half of the fitted maximal effect; on the % scale 0 is the no-effect control and ±100 the full control effect
#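 Reconstituted *E. coli* holoenzyme (0.35 nM Pol III, 1 nM beta, 154 nM SSB, 2 nM primase) was preincubated with compound for 15 min at RT. Synthesis on 1.4 nM ssM13Gori ran 35 min, then was stopped with PicoGreen/EDTA and read as dsDNA fluorescence.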
# HADH2 inhib – qHTS Assay for Inhibitors of HADH2 (Hydroxyacyl-Coenzyme A Dehydrogenase, Type II); recombinant HADH2, NADH fluorescence, beta-hydroxybutyryl-CoA; Potency, µM (series often up to 57.1 µM), inactives show at the top dose activity change, negative = inhibition, actives largely listed as inhibitors; 3.4% of 73,000 active; 3-hydroxyacyl-CoA dehydrogenase type-2 (Homo sapiens), Q99714; further: potency means the concentration at half of the fitted maximal effect; on the % scale 0 is the no-effect control and ±100 the full control effect; nearly all actives have a fitted effect of over 60% in size; many of its hits are not listed in these tables
#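 Read-out: 360 nm excitation, 450 nm emission, kinetic over 4 min. Conditions: His-tagged human HADH2 20 nM, pH 9.0 Tris with Tween-20, 1 mM NAD+, 90 uM beta-hydroxybutyryl-CoA.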
# HEK293 cAMP cs – qHTS Assay for Agonists of the Thyroid Stimulating Hormone Receptor: Activators of Intracellular cAMP Concentrations in Parental HEK 293; parental HEK293 CNG cAMP sensor, membrane potential fluorescence; Potency, µM (top dose mostly 57.1 µM), without a hit: at the top dose activation, usual class: activators; 2.5% of 73,000 active; further: potency means the concentration at half of the fitted maximal effect; % of control where 0% means no effect; nearly all actives have a fitted effect of over 55% in size
#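 Counterscreen for endogenous-receptor signalling: CNG-channel HEK 293 cells report cAMP rise by membrane depolarization. After 60 min dye equilibration with 100 uM RO 20-1724, compounds incubated 30 min before bottom-read fluorescence at 590 nm.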
# 15-hLO inh – qHTS Assay for Inhibitors of 15-hLO (15-human lipoxygenase); AID 887, 2007; 1.4% of 74,000 active; purified 15hLO-1, xylenol orange hydroperoxide absorbance; Potency, µM (titrated, usually from 57.1 µM), for inactives: at the top dose activity change, negative = inhibition, usual class: inhibitors; further: potency means the concentration at half of the fitted maximal effect; on the % scale 0 is the no-effect control and ±100 the full control effect; nearly all actives have a fitted effect of over 55% in size
# Target sequence (P16050 whole entry, looked up): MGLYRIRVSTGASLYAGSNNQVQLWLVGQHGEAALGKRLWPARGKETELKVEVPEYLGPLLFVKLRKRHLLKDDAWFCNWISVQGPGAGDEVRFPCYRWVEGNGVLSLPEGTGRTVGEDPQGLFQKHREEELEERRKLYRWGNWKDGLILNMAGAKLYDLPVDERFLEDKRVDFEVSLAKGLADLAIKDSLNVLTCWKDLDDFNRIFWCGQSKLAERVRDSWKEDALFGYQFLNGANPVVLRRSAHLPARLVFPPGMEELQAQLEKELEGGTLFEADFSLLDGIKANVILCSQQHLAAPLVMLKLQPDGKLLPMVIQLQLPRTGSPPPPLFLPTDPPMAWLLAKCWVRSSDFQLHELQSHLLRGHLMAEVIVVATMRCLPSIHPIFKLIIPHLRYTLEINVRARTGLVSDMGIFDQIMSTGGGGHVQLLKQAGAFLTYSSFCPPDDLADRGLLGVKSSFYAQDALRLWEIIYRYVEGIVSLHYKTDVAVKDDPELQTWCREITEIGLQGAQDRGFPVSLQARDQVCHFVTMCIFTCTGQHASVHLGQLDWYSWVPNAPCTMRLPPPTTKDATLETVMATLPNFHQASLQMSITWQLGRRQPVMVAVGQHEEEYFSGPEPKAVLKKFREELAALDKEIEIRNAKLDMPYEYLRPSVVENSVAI
#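 Compounds were preincubated 15 min at room temperature with 40 nM purified human enzyme (25 mM Hepes pH 7.5, 0.01% Triton X-100); 50 uM arachidonic acid reacted 6 min. Fe-xylenol orange detection, 30 min, absorbance ratio 573/405 nm.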
# BRCT inh green – qHTS Assay for Inhibitors of BRCT-Phosphoprotein Interaction (Green Fluorophore). Breast cancer type 1 susceptibility protein (Homo sapiens), P38398. BRCA1 BRCT-phosphopeptide binding, green fluorescence polarization. Potency, µM (highest dose often 76.9 µM), without a hit: top-dose activity change, negative = inhibition, most hits filed as inhibitors. 0.05% of 75,000 active. AID 875, 2007;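 further: potency means the concentration at half of the fitted maximal effect; plate controls were peptide without protein for full effect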
#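 Fluorescence polarization: His-tagged BRCT (~35 kDa BRCA1 C-terminus, 250 nM) bound to 100 nM fluorescein-labeled phosphorylated 10-aa BACH1 peptide, pH 7.3 phosphate buffer with DTT and Tween 20. Compounds incubated 12 min at room temperature; inhibition read as lowered polarization.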
# USP2a inh – qHTS Assay for Inhibitors of Ubiquitin-specific Protease USP2a; Ubiquitin carboxyl-terminal hydrolase 2 (Homo sapiens), O75604; USP2a enzymatic assay, qHTS inhibition; Potency, µM (doses to about 38.3 µM), for inactives: top-dose activity change, negative = inhibition, usual class: inhibitors; 0.1% of 60,000 active;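 further: potency means the concentration at half of the fitted maximal effect; nearly all actives have a fitted effect of over 60% in size; plate controls were DMSO for no effect and NEM full inhibition control for full effect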
#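 USP2 core (20nM final) preincubated 30 min RT with compound, then Ub-PLA2 20nM and NBD C6-HPC 20uM final added; buffer 20mM Tris-HCl pH 8.0, 2mM CaCl2. Fluorescence Ex 460/Em 535 read at 0 and 2.5 h; normalized to NEM.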
# Rhodamine fluor – qHTS Assay for Spectroscopic Profiling in Rhodamine Spectral Region; Rhodamine-region fluorescence, 547/598 nm, Tris buffer; active compounds read high; max dye-equivalent concentration, M; 0.05% of 59,000 active; in the data active means max dye-equivalent concentration above about 11 nM; inconclusive means between about 1.1 nM and that limit
#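 Compounds in 100 mM Tris buffer, pH 8.0, were incubated 15 min at room temperature, then read at 547 nm excitation and 598 nm emission. Fluorescence was normalized against a per-plate six-point rhodamine standard curve as dye-equivalent concentration.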
# Casp1 inh – qHTS Assay for Allosteric/Competitive Inhibitors of Caspase-1. P29466. Caspase-1 enzyme, Ac-WEHD-AFC fluorogenic rate. Potency, µM (top dose mostly 57.5 µM), without a hit: at the top dose activity change, negative = inhibition, hits mostly inhibitors. 0.03% of 75,000 active. AID 900, 2007;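 further: potency means the concentration at half of the fitted maximal effect; plate controls were vehicle for no effect and no substrate for full effect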
# Target sequence (P29466 120-297 limits assumed): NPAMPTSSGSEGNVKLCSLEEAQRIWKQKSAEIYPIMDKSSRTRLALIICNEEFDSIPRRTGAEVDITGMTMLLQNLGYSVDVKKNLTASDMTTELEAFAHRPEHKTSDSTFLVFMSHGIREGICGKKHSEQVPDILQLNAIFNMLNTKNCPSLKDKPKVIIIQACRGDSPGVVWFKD
# Target sequence (P29466 317-404 limits assumed): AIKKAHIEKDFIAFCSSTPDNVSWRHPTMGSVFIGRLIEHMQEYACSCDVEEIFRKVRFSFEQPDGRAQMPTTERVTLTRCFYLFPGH
# Tau fil binding – qHTS Assay for Tau Filament Binding; Microtubule-associated protein tau (Homo sapiens), P10636; recombinant tau filaments, thioflavin S fluorescence, 15 h; filaments grown with octadecylsulfate alongside compound; Potency, µM (top dose mostly 57.1 µM), for the others: top-dose activity change, negative = inhibition; 2% of 71,000 active;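 further: potency means the concentration at half of the fitted maximal effect; on the % scale 0 is the no-effect control and ±100 the full control effect; actives lower thioflavin S fluorescence by blocking filaments or displacing dye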
#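 Assay mix: 1 uM His-tagged tau, 30 uM sodium octadecylsulfate, thioflavine S dye in HEPES/NaCl/DTT buffer. Compound is added prior to the inducer. Fluorescence after 15 h at 37 C.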
# BRCT inh red – qHTS Assay for Inhibitors of BRCT-Phosphoprotein Interaction (Red Fluorophore); Breast cancer type 1 susceptibility protein (Homo sapiens), P38398; BRCT-phosphopeptide binding, red fluorescence polarization; Potency, µM (titrated, usually from 76.9 µM), for the others: top-dose activity change, negative = inhibition, most hits filed as inhibitors; 0.03% of 75,000 active; AID 892, 2007; further: on the % scale 0 is the no-effect control and ±100 the full control effect
#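 Rhodamine-labelled pBACH1 10-mer (100 nM) bound to BRCT domain (100 nM) at pH 7.3; compounds incubated 12 min room temperature, polarization read. Free peptide defines full inhibition; unlabelled decapeptide titrated as control.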
# Casp7 inh – qHTS Assay for Allosteric/Competitive Inhibitors of Caspase-7. P55210. recombinant caspase-7, Ac-DEVD-AFC fluorescence rate. Potency, µM (highest dose often 57.5 µM), inactives show at the highest dose activity change, negative = inhibition, usual class: inhibitors. 0.02% of 75,000 active. AID 889, 2007; active means well fitted inhibition curve with a large enough effect in the main read-out, with a control signal flat, not every such curve was filed as active; inconclusive means small, poorly fitted or top-dose-only effect, or a change in a side signal; further: potency means the concentration at half of the fitted maximal effect; % of control where 0% means no effect
# Active calls of the source: *; i = inactive; ? = inconclusive; / = not tested or not shown; [ ] = dose if it differs, or a comment. Unless noted, the call rests on the fitted dose curve; in most records, active means well fitted curve in the direction sought with a large enough effect; inconclusive means small, poorly fitted or top-dose-only effect, or another doubt; inactive means no such curve, though single readings can be large; an effect the other way counts as inactive or inconclusive.
SMILES,Pol III holo inh,HADH2 inhib,HEK293 cAMP cs,15-hLO inh,BRCT inh green,USP2a inh,Rhodamine fluor,Casp1 inh,Tau fil binding,BRCT inh red,Casp7 inh
CCN1CCN(c2cc(C)c3cc(NC(=O)Cc4ccc(OC)c(OC)c4)ccc3n2)CC1,-7%,25µM*,1%,?,1.5%,/,/,-5%,-28%,1.6%,-7%
O=c1/c(=C/c2cccc3ccccc23)sc2ncnn12,-3%,-12%,12%,19%,0.3%,24%,i,-2%,3%,2.6%,2%
CN(C)c1ccc2nc3c(C(=O)O)cc(=O)c(O)c-3oc2c1,3.2µM*,4µM*,2%[11.4 µM],-18%[11.4 µM],-1.9%[15.4 µM],/,i,1%[11.5 µM],3%[11.4 µM],-2.1%[15.4 µM],-5%[11.5 µM]
COC(=O)C(CC(C)C)NC(=O)c1cc(OC)c(OC)c(OC)c1 (stereo not drawn),-5%,1%,10%,-4%,-0.8%,-11%,/,1%,-5%,-0.9%,-1%
CCC(=O)Nc1c(-c2cccs2)c(=O)c2ccccc2n1C,-12%,7%,-1%,-3%,-2.7%,1%,i,0%,-9%,-1.8%,0%
COc1ccc(-c2nc3ncccn3c2Nc2ccc3c(c2)OCCO3)cc1,1%,0%,27%[2.29 µM],6%,-1.9%,19%,i,2%,-4%,-2.1%,-1%
O=C(CN1CCN(Cc2ccccc2)CC1)c1ccc(Br)cc1,-5%,13%,1%,-10%,-0.3%,-7%,i,-4%,-15%,-1.2%,0%
CCCN(CCC)CCNC(=O)c1cc2c(=O)n(C)c3ccccc3c2n1C,-12%,-9%,24%,-7%,4.3%,/,/,-12%,164%,-2.9%,1%
CCN(CC)S(=O)(=O)c1ccc2nnn(OCC(=O)Nc3cccc(C#N)c3)c2c1,-3%,7%,15%,-2%,2.1%,27%,i,0%,-4%,0.0%,-1%
Cc1noc(C)c1C(=O)N1CCC2(CCN(Cc3ccccc3)CC2)CC1,-2%,6%,-3%,0%,-3.3%,8%,i,-3%,-2%,-0.9%,1%
COC(=O)CNC(=O)c1ccc2c(c1)S(=O)(=O)c1ccccc1C2=O,-2%,7%,-9%,-3%,-0.8%,-9%,i,0%,-13%,-4.3%,6%
[O-][n+]1onc2c1CCc1nnccc1-2,-12%,6%,6%,8%,-2.8%,-5%,i,-1%,-12%,1.2%,0%
O=C(Nc1nncs1)c1ccccc1Br,-2%,5%,?,4%,-3.2%,0%,/,-1%,-5%,0.8%,0%
COc1cc(OC)nc(NC(=O)CS(=O)(=O)c2ccccc2)n1,-1%,0%,3%,9%,-0.2%,-10%,i,1%,-8%,1.1%,0%
CCN1C(=O)[C@H]2[C@H]3[C@H](O)[C@H](O)C/C(=N/O[C@@H]4O[C@@H](COC(C)=O)[C@@H](OC(C)=O)[C@@H](OC(C)=O)[C@H]4OC(C)=O)[C@@H]3CC[C@@H]2C1=O,/,5%[11.4 µM],1%[11.4 µM],-11%[11.4 µM],-0.3%[15.4 µM],/,/,-2%[11.5 µM],/,0.7%[15.4 µM],1%[11.5 µM]
CNc1nc2c(c(=O)n(C)c(=O)n2C)n1Cc1ccccc1,0%,7%,5%,3%,-0.3%,-3%,i,2%,4%,1.2%,-1%
CCOc1cc(C2C(C(=O)O)c3cc(OCC)c(OCC)cc3C(=O)N2C)ccc1O (stereo not drawn),2%,0%,1%,3%,0.4%,0%,i,2%,-18%,0.0%,-2%
O=C(CSc1n[nH]c(-c2ccccc2)n1)NC(=O)NCc1ccco1,2%,-27%,-7%,-23%,2.8%,21%,i,-3%,6%,0.8%,-18%
Cc1nn(C)cc1CNC(=O)C1C2CCC(O2)C1C(=O)O (stereo not drawn),13%,5%,2%,19%,-0.1%,2%,i,0%,-8%,1.2%,4%
Cc1nc2nc(-c3ccccc3)cc(=O)n2[nH]1,4%,5%,8%,9%,1.2%,-7%,i,-1%,-7%,-1.7%,-3%
N/C(CC/C(N)=N/O)=N\O,-9%[11.4 µM],9%[11.4 µM],0%[11.4 µM],-2%[11.4 µM],-2.1%[15.4 µM],/,i,-5%[11.5 µM],-2%[11.4 µM],-1.2%[15.4 µM],0%[11.5 µM]
Oc1ccc(C(c2nnnn2C2CCCC2)N2CCc3ccccc3C2)cc1 (stereo not drawn),0%,?,?,?,-2.8%,26%,i,0%,-6%,-4.5%,-3%
Cc1cc2cc(CNC(=O)Nc3ccccc3)ccc2n1C,-4%,3%,-2%,-29%,-3.0%,29%,i,-5%,20µM*,-11%,-3%
Cc1cccc(N(CC(=O)Nc2ccc(CC#N)cc2)S(C)(=O)=O)c1,1%,2%,-10%,-6%,-1.3%,5%,i,1%,2%,-2.1%,0%
CCOC(=O)N1CCN(C(=O)C2CC(c3cc(OC)ccc3OC)=NO2)CC1 (stereo not drawn),-3%,-4%,?,-3%,-0.7%,6%,i,0%,2%,1.0%,-3%
Cc1nc2c(C(=O)N3CCCCC3)cnn2c(C)c1Cc1ccccc1F,-2%,18%,?,1%,0.5%,-29%,i,2%,-3%,2.0%,-2%
CCCCOCCCNC(=O)c1ccc(NC(C)=O)cc1,2%[11.4 µM],-3%[11.4 µM],2%[11.4 µM],1%[11.4 µM],-2.5%,-3%[7.66 µM],/,-1%,12%[11.4 µM],-2.0%,0%
O=C(NCc1ccc(F)cc1)C1CCN(C(=O)NCc2ccccc2)CC1,-4%,8%,4µM*,5%,-3.1%,-2%,i,0%,6%,1.7%,2%
c1ccc(-c2nnc(N3CCOCC3)nc2-c2ccccc2)cc1,3%[11.4 µM],-8%[11.4 µM],?,-21%[11.4 µM],-1.4%,12%[7.66 µM],/,-3%,-26%[11.4 µM],0.0%,-1%
Cn1c(CN2CCC(C(N)=O)CC2)c(C#N)c2ccccc21,-3%,-2%,10%,-13%,1.9%,-19%,i,0%,-7%,-2.7%,-3%
CCC(C)C(NC(=O)OC(C)(C)C)C(=O)NCc1ccco1 (stereo not drawn),-3%,1%,23%,-1%,-2.4%,-8%,i,-1%,6%,1.5%,1%
O=C(c1ccco1)N1CCCC(c2ccccc2)C1 (stereo not drawn),-4%,1%,11%,-3%,1.0%,3%,i,0%,2%,0.1%,-1%
Cc1nc(CCNC(=O)Cc2ccccc2)cs1,-3%,1%,0%,9%,-1.7%,-2%,i,-1%,2%,-2.3%,0%
CCS(=O)(=O)N1CCC(C(=O)N2CCOCC2)CC1,0%,-11%,1%,10%,-0.5%,-2%,i,1%,-8%,-1.1%,1%
COCCN(C(=O)C(F)(F)F)C(C(=O)NC1CCCCC1)c1ccco1 (stereo not drawn),-3%,11%,?,0%,-1.9%,5%,i,-1%,-11%,-0.8%,-2%
c1ccc(-c2csc(N3CCCCCC3)n2)cc1,-4%,?,12%,?,1.3%,-17%,i,1%,-10%,-1.6%,1%
Cc1cc(N2CCN(C3CCCC3)CC2)n2ncc(-c3ccccc3)c2n1,-6%,15%,0%,7%,0.3%,3%,i,-1%,13%,0.4%,0%
Cc1cnc(NC(=O)c2ccc3c(c2)C(=O)N(Cc2ccco2)C3=O)s1,-2%,-7%,-12%,-3%,-1.3%,9%,i,-2%,-24%,2.3%,-1%
O=C(COc1ccc(Br)cc1)OCc1nnc(-c2ccccc2)o1,-2%,0%,23%,9%,-0.4%,-7%,i,-1%,-5%,-0.5%,-4%

# Profiles from above. Order of screens: Pol III holo inh | HADH2 inhib | HEK293 cAMP cs | 15-hLO inh | BRCT inh green | USP2a inh | Rhodamine fluor | Casp1 inh | Tau fil binding | BRCT inh red | Casp7 inh
# Cn1c(CN2CCC(C(N)=O)CC2)c(C#N)c2ccccc21 as listed: -3% | -2% | 10% | -13% | 1.9% | -19% | i | 0% | -7% | -2.7% | -3%
# Cc1cccc(N(CC(=O)Nc2ccc(CC#N)cc2)S(C)(=O)=O)c1 as listed: 1% | 2% | -10% | -6% | -1.3% | 5% | i | 1% | 2% | -2.1% | 0%

# A portion of the library. The share of hits here may be higher or lower than overall.
